# MCL1-BIM inh: disrupts human MCL1 binding to BIM-BH3 peptide; Q07820; GST-MCL1 / FITC-Bim-BH3 fluorescence polarization; inhibition, % at 10.9 µM; 320,000 tested, 0.68% active; AID 2057;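 active = inhibition above the mean inhibition of all tested compounds plus 3 SD, set per campaign, cut at about 40% in these data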;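 also: 0% = DMSO wells and 100% = unlabeled Bim-BH3 peptide control; higher means more loss of mP so more displacement of Bim peptide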
# AHR act: activators of human aryl hydrocarbon receptor; activation, % at 5 µM; P35869; AID 2796; AHR-responsive luciferase reporter cells, luminescence; 320,000 tested, 2.5% active; in the data active = activation above about 47%;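 also: 0% = vehicle wells and 100% = reference agonist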
# GLD-1 RNA inh: GLD-1-TGE RNA interaction inhibition (C. elegans); Q17339; purified GLD-1 + fluorescein TGE RNA, fluorescence polarization; inhibition, % at 5.96 µM; 320,000 tested, 0.44% active; AID 2280;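 active = percent inhibition above a per-plate cutoff, the plate mean of test compounds plus 3 SD, cut at about 30% in these data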;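 also: 0% = DMSO wells with GLD-1 and probe and 100% = wells lacking GLD-1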
# Target sequence (Q17339 whole entry, looked up): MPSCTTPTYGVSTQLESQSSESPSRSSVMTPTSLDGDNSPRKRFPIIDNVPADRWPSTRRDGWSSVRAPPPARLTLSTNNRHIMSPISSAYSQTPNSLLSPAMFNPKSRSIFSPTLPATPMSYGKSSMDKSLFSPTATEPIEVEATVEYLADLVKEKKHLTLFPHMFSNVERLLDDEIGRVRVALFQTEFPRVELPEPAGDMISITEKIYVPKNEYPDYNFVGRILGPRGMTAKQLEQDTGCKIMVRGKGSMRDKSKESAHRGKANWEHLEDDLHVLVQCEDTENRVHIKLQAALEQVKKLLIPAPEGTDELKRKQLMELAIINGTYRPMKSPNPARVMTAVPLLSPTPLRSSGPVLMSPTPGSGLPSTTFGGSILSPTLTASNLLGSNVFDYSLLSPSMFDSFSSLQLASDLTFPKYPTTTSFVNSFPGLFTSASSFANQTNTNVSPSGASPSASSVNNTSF
# Bcl-xL primary: inhibitors of human Bcl-xL. AID 2129. GST-Bcl-xL / FITC-Bim BH3 peptide fluorescence polarization. 320,000 tested, 0.7% active. inhibition, % at 10.9 µM. Q07817;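 active = inhibition above the mean of all tested compounds plus 3 SD, cutoff set per campaign, cut at about 30% in these data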;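 also: 0% = DMSO wells and 100% = unlabeled Bim-BH3 peptide competitor; inhibitors lower millipolarization by displacing the labeled peptide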
# Target sequence (Q07817 whole entry, looked up): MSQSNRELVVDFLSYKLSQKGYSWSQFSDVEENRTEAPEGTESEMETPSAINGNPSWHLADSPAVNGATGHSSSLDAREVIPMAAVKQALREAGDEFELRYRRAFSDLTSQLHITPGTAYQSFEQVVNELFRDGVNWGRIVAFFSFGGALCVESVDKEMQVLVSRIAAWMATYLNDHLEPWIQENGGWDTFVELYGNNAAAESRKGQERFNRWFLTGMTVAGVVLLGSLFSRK
# pPAFAH FP inh: inhibitors of human plasma PAF acetylhydrolase (pPAFAH). Q13093. recombinant pPAFAH, FP-rhodamine probe fluorescence polarization. inhibition, % at 3.39 µM. 330,000 tested, 1.5% active. AID 463082;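 active = inhibition above the mean inhibition across the screen plus 3 SD, cut at about 25% in these data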;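 also: inhibitors block binding of the rhodamine activity-based probe so polarization drops; 0% = enzyme with DMSO and 100% = wells lacking pPAFAH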
# PAFAH1B2 inh: inhibitors of human PAFAH1B2 | inhibition, % at 3.39 µM | 340,000 tested, 1.2% active | recombinant PAFAH1B2, FP-rhodamine activity probe, fluorescence polarization;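 active = inhibition above the mean of all tested compounds plus 3 SD, cut at about 24% in these data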;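 also: 0% = enzyme with DMSO and 100% = wells lacking PAFAH1B2; many of its hits are not listed in these tables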
# Target sequence (P68402 whole entry, looked up): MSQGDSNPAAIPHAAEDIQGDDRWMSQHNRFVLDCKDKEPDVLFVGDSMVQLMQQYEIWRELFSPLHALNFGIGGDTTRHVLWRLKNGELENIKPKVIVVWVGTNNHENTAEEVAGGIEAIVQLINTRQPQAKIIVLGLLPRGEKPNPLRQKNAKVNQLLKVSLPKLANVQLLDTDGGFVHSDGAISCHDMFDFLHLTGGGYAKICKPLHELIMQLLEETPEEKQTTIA
# PME-1 inh: blocks human protein phosphatase methylesterase 1 | Q9Y570 | recombinant PME-1, FP-Rh probe fluorescence polarization | inhibition, % at 5.9 µM | 320,000 tested, 0.53% active | AID 2130;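 active = inhibition above the campaign mean of all compounds plus 3 SD, cut at about 26% in these data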;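 also: competitive labeling of PME-1 active site by serine hydrolase directed probe; 0% = PME-1 with DMSO and 100% = wells lacking PME-1 enzyme; inhibitors block probe labeling so polarization falls and inhibition rises; many of its hits are not listed in these tables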
# MEX-5 binding: C. elegans MEX-5 TCR-2 RNA binding activity | activity score (negative = inhibition of binding), % at 10 µM | MEX-5/FITC-TCR2 RNA binding, fluorescence polarization; hits give low values | 300,000 tested, 0.38% active | Q9XUB2;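 active = inhibition past about -25% in most replicates, and total fluorescence under double the plate's negative control median, limit read from the data; inconclusive = replicates evenly split on the limit, or fluorescence at least double controls; inactive = too little inhibition in most replicates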;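 also: 0% = DMSO and -100% = 5 µM competing unlabeled TCR2 RNA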
# Fam108B counter: Fam108B inhibition, counter-screen for RBBP9 inhibitors | recombinant Fam108B, FP-Rh probe fluorescence polarization | inhibition, % at 9.51 µM | 300,000 tested, 0.33% active | AID 1947;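 active = inhibition above the screen mean inhibition plus 3 SD, computed separately per campaign, cut at about 18% in these data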;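 also: inhibitors lower polarization as less probe binds the enzyme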
# Numbers without * were called inactive; ? = inconclusive; / = not tested or not shown. This is a subset; count on the stated rates, not on these rows.
SMILES,MCL1-BIM inh,AHR act,GLD-1 RNA inh,Bcl-xL primary,pPAFAH FP inh,PAFAH1B2 inh,PME-1 inh,MEX-5 binding,Fam108B counter
CCOC(=O)C1=C(O)/C(=C/c2cc(OC)c(OC)c(OC)c2)N=C1C,8,10,0,5,1,0,2,-2.4,0
COc1ccc(CNC(=O)CS(=O)Cc2nc(-c3ccccc3C)oc2C)cc1 (configuration not stated),10,4,0,6,4,-2,1,-3.5,6
COC(=O)c1cn(CCOc2ccccc2)c2ccccc12,0,3,-3,-3,-4,7,-2,-0.3,-3
CN(C)CC/C=C1\c2ccccc2CSc2ccccc21,4,0,2,-3,1,-1,-4,/,3
COc1ccc2cc(CCNC(=O)C3CCCC3)c(=O)[nH]c2c1,7,1,-6,3,-4,-2,0,-0.5,1
C[C@@]12C(=O)N(Cc3ccccc3)CC(=O)N1[C@H](/C=C/c1ccccc1)[C@@H]1C(=O)N(c3ccccc3)C(=O)[C@@H]12,2,1,-2,-1,4,4,-3,3.6,-1
CCCCC(=O)Nc1ccc2c(c1)nc(CCN1CCN(c3ccccn3)CC1)n2C,5,0,2,2,2,0,10,-1.8,-1
O=C1CC2C(=O)NCCN2C(=NC(=O)c2ccc(Cl)cc2)N1 (configuration not stated),3,25,3,5,0,4,9,0.0,4
O=C(NN1CCOCC1)c1ccc(Cl)c([N+](=O)[O-])c1,5,-1,28,3,1,0,2,-3.8,-3
COc1ccc(S(=O)(=O)N(C)c2ccc(C(=O)N3CCCCC3)cc2)cc1OC,-2,-1,2,-3,-3,2,0,2.7,-3
O=C(CCSCc1cccc(Cl)c1)NCCC1=CCCCC1,2,-4,1,5,15,8,-2,0.4,-1
CN(C)c1ccc(NC(=O)CSc2nc3c(c(=O)[nH]2)CCCC3)cc1,8,3,2,8,6,2,2,-0.6,5
CCOC(=O)c1c(/N=C/C2=C(O)CC(C)(C)CC2=O)sc(C)c1C,4,2,-3,1,1,0,2,24,2
Oc1c(Cl)cc(Cl)c(Cl)c1Cc1c(O)c(Cl)cc(Cl)c1Cl,12,0,10,1,68*,10,27*,-83*,48*
Cn1c(=O)n(C)c2cc(/C=C3/SC(=O)N(CC(=O)N4CCOCC4)C3=O)ccc21,7,-2,-3,2,-1,5,-3,0.8,2
O=c1c(Cl)c(N/N=C/c2ccc(Br)cc2)cnn1-c1ccccc1,-1,35,7,-24,6,-4,-21,-0.8,-12
CCc1cc(C(=O)OCC(=O)N2CCC(c3ccccc3)=N2)sc1C,-11,1,1,0,7,4,-5,-1.0,-5
C=CCSc1nnc(NC(=O)c2ccc(Cl)nc2)s1,3,1,-1,4,3,7,4,-2.1,3
CN(C)CCNC(=O)c1cc(Sc2ccc(F)cc2)nc2ccccc12,3,-1,4,4,2,/,2,2.3,2
CCCCCN1C(=O)Cn2c(nc3ccccc3c2=O)C1C (configuration not stated),9,0,1,3,-1,-6,-3,1.1,1
CC(=O)NC1(C(F)(F)F)C(=O)N(Cc2ccccc2)C2=C1C(=O)CC(C)(C)C2 (configuration not stated),1,1,1,3,-1,1,-2,0.8,3
O=C(c1cc(=O)c2ccccc2o1)N1CCN(c2cccc(Cl)c2)CC1,1,0,1,0,1,1,-2,-0.7,-2
CC(C)Cc1nc2sc3c(=O)[nH]cnc3c2c2c1CCCC2,-5,-1,-6,3,3,7,-7,-2.1,-2
Cc1cc(/C=C(\C#N)c2nc3ccccc3[nH]2)c(C)n1C,122*,55*,133*,110*,21,-1,4,-28*,3
CC1(C)CC(=O)C2=C(C1)N(Cc1ccco1)C(=O)C2(NC(=O)c1ccc(Cl)cc1Cl)C(F)(F)F (configuration not stated),12,-1,-1,2,0,6,1,1.1,-2

# Some entries already given, showing only AHR act, GLD-1 RNA inh and Bcl-xL primary:
Molecule | AHR act | GLD-1 RNA inh | Bcl-xL primary
Cc1cc(/C=C(\C#N)c2nc3ccccc3[nH]2)c(C)n1C | 55* | 133* | 110*
C[C@@]12C(=O)N(Cc3ccccc3)CC(=O)N1[C@H](/C=C/c1ccccc1)[C@@H]1C(=O)N(c3ccccc3)C(=O)[C@@H]12 | 1 | -2 | -1
COc1ccc(CNC(=O)CS(=O)Cc2nc(-c3ccccc3C)oc2C)cc1 (configuration not stated) | 4 | 0 | 6

# Next part:
SMILES,MCL1-BIM inh,AHR act,GLD-1 RNA inh,Bcl-xL primary,pPAFAH FP inh,PAFAH1B2 inh,PME-1 inh,MEX-5 binding,Fam108B counter
CCCCOc1ccc(C2(C)NC(=O)NC2=O)cc1 (configuration not stated),-2,0,11,2,-5,3,-4,2.9,-1
Cc1ccc(NC2=NCCCCC2)cc1,6,9,-1,4,-1,7,-4,0.0,-5
CCOc1ccc(CCNC(=O)c2sc3nc4n(c(=O)c3c2C)CCC4)cc1OCC,6,6,0,6,-1,6,-1,-0.8,4
COc1ccc(/C=N/NC(=O)OC(C)(C)C)cc1OC,0,15,10,3,-1,1,-5,-0.5,-6
Cc1ccc(CNC(=O)C2CC(c3cccc([N+](=O)[O-])c3)=NO2)cc1 (configuration not stated),4,1,2,-1,1,6,-1,1.5,1
COc1ccccc1C(=O)n1nc(-c2ccco2)nc1SC,3,8,8,2,2,-2,-5,/,-4
O=C(NCc1ccccc1)c1c[nH]c2ccc(F)cc2c1=O,-4,-1,-1,-2,2,3,3,2.8,2
O=C(OCC(=O)N1CCOCC1)c1ccc2ccccc2c1O,6,15,0,5,-1,1,1,/,/
Cc1cc(C)nc(/N=c2/ssnc2Cl)c1,3,14,-1,-5,-1,10,2,0.1,4
CCOC(=O)CCNc1n[nH]c(=O)[nH]c1=O,-2,12,6,3,-2,14,-2,-1.6,2
COc1ccc(OC)c(NC(=O)c2cc(S(=O)(=O)N3CCCCC3)c[nH]2)c1,15,4,8,11,7,-5,5,-1.9,0
N=c1n(CCN2CCCCC2)c2ccccc2n1CC(=O)c1cccs1,1,33,-2,2,1,5,-6,0.1,-3
COc1ccc(CNC(=O)C(c2ccc(C)o2)N(C(=O)c2snc(C(N)=O)c2N)c2ccccc2OC)cc1 (configuration not stated),-1,2,5,5,-5,8,10,-0.8,1
COc1ccc(C2OCC3(CO2)SC(=O)NC3=O)cc1OC (configuration not stated),2,4,5,6,0,2,-3,1.5,8
COc1ccc(NC(=O)NCc2cccnc2)c(OC)c1,6,9,9,3,7,-4,-3,5.2,1
CCC(C)NC(=O)CN(c1ccc(OC)cc1)S(=O)(=O)c1ccc(NC(C)=O)cc1 (configuration not stated),2,-1,3,3,4,2,-5,1.0,-2
COc1cc(OC)cc(-c2c(C#Cc3ccsc3)c3cc(-c4cc(OC)c(OC)c(OC)c4)ccc3n2C)c1,/,11,-15,/,-2,2,/,/,/
COc1ccc(N2CCN(S(=O)(=O)c3ccc(C(=O)NCc4ccco4)cc3)CC2)cc1,0,1,-1,5,2,2,2,1.5,0
Cc1ccc(S(=O)(=O)N2CCN(C(=O)COC(=O)c3c(C)cc(C)cc3C)CC2)c(C)c1,-4,7,1,-1,1,-2,-2,1.2,-1
O=C(N/N=C/c1cc(Br)c(O)c([N+](=O)[O-])c1)C(O)(c1ccccc1)c1ccccc1,19,0,4,1,7,/,0,1.0,1
Cn1c(CNC(=O)c2ccco2)nnc1SCC(=O)Nc1ccc(Br)cc1F,-4,1,2,2,1,2,-1,1.1,0
CCc1nnc(NC(=O)c2cccc(OC)c2)s1,0,6,-2,3,2,5,-7,3.8,-1
CCN(CC)CCCNS(=O)(=O)c1ccc(OC)cc1,0,-1,2,1,10,6,-5,0.2,1
CC(=O)N1CCN(C(=O)C(Cc2ccccc2)NC(=O)c2ccccc2)CC1 (configuration not stated),0,-1,4,7,7,11,-4,/,/
CC(=O)c1c(C(C)=O)c(C)n(Cc2ccccc2)c1C,2,-2,-1,5,5,0,8,0.2,-2
SMILES,MCL1-BIM inh,AHR act,GLD-1 RNA inh,Bcl-xL primary,pPAFAH FP inh,PAFAH1B2 inh,PME-1 inh,MEX-5 binding,Fam108B counter
NC(=O)Nc1ccc(C(=O)OCC(=O)NCc2ccc3c(c2)OCO3)cc1,-10,0,4,-8,-1,0,-4,/,/
COc1cc2c(cc1OC)C(C(=O)NCc1ccco1)C1c3ccccc3CCN1C2=O (configuration not stated),4,8,9,5,0,5,2,2.1,1
CCOc1ccc(NC(=O)c2cccc3c2C(=O)N(CC2CCCO2)C3)cc1 (configuration not stated),11,-7,2,9,4,-2,-14,2.5,2
CNC(=S)N1N=C(c2ccccc2)CC1c1ccc(OC)c(OC)c1 (configuration not stated),-2,18,3,-2,12,-3,-1,1.7,-2
CCCCSc1nnc(-c2ccc(NC(=O)CCc3ccccc3)cc2)n1C,-2,-1,6,2,5,2,1,1.1,0
COc1cc(C2C(C#N)=C(N)Oc3cc(C)n(CCc4ccccc4)c(=O)c32)cc2c1OCO2 (configuration not stated),5,8,1,6,2,-5,-7,0.9,0
O=C(NCc1ccccc1)c1ccc(NC2=NC3CS(=O)(=O)CC3S2)cc1 (configuration not stated),14,-1,1,4,3,6,1,-1.5,-5
Cc1cc(Nc2nc3ccccc3nc2Cl)n(-c2ccc([N+](=O)[O-])cc2)n1,8,2,1,-2,0,-1,6,0.6,0
COc1ccc(CN2CCN(C(=O)CC(C)C)CC2)cc1OC,1,-2,1,10,7,-7,-4,0.6,1
CC(=O)Nc1ccc(N2C(=O)CC(Sc3nc(C)cc(C)n3)C2=O)cc1 (configuration not stated),9,5,5,2,4,1,0,-0.7,-4
N#CC1=C(N)Oc2n[nH]c(-c3ccncc3)c2C1c1ccsc1 (configuration not stated),2,3,1,4,-1,1,-2,-1.6,-1
CN(C)C(=O)C(Sc1ccc(S(=O)(=O)N2CCCC2)cn1)c1ccccc1 (configuration not stated),5,0,4,9,-4,3,-4,/,/
CCCCOP(=O)(c1ccc(N(C)C)cc1)C(O)c1ccncc1 (configuration not stated),-1,2,5,5,5,0,-1,1.0,2
Cc1ccc(CSc2nnc(CCNC(=O)OC(C)(C)C)o2)cc1,3,7,0,-6,-3,5,-3,0.0,-4
COCCN(Cc1cc2cc(C)ccc2[nH]c1=O)S(=O)(=O)c1ccc(Cl)cc1,-2,44,0,7,4,6,3,1.3,1
CCOC(=O)N1CCN(c2ncc(C(F)(F)F)cc2Cl)CC1,4,-4,10,-3,0,8,-4,-1.0,0
COc1cc2[nH]c(=S)nc(NCc3ccc(Cl)cc3)c2cc1OC,-2,20,11,8,0,4,2,0.8,2
C/C(=N\NC(=O)COc1ccc2ccccc2c1)c1cccs1,1,46,4,2,0,1,-1,-3.0,-4
CNc1nc(SC)nc(N(C)C#N)n1,-5,-3,-4,1,-1,-5,-2,0.5,-5
O=S1(=O)c2ccccc2Nc2ccccc21,8,10,0,3,0,0,6,-1.7,2
O=P(O)(CCc1ccccc1)C(O)c1ccccc1 (configuration not stated),-1,4,7,-1,1,0,-1,0.4,-6
O=C(Nc1ccc(S(=O)(=O)N2CCCCC2)cc1)C1CC1,-4,-1,1,2,0,5,2,0.9,-2
COc1cccc(CNC(=O)CCS(=O)(=O)c2cc3c(cc2C)NC(=O)CO3)c1,-3,3,-7,5,2,-2,-2,2.3,6
CC1=C(C#N)C(c2cccnc2)C2=C(CC(C)(C)CC2=O)N1 (configuration not stated),-1,-2,5,7,2,4,-2,2.0,7
COC(=O)c1cc2n3ccccc3c(C)c(-c3ccccc3)c-2c1C(=O)OC,119*,-1,86*,110*,3,4,8,?,3
